High-throughput results as filed in PubChem.
NCI-60 one-dose screen, 48 h, at 10 µM unless noted. Numbers give growth in % (100 = growth as untreated, 0 = no growth, -100 = all killed).
HL-60(TB): HL-60(TB) leukemia cells; hit rate 9% among 78,000; AID 1794776; active = growth percent below 10
* = called active by the depositor; & = joins results of further samples; [ ] = remark or other dose.

Preview:
Structure	HL-60(TB)
COc1ccc(NC2CC(=O)N(c3c(C)cc(C)cc3C)C2=O)c(OC)c1 (configuration not stated)	100
CN1CCCC(Nc2ccncc2CO)C1 (configuration not stated)	89
CCN1CCN(c2cc(-c3cn[nH]c3-c3cc(C)cc(OC)c3)nc(-c3cccnc3)n2)CC1	65
OCc1cn(-c2ccnc3ccccc23)nn1	100
O=S(=O)(Cc1ccc(Cl)cc1)c1ccc(Cl)cc1	60&112
CO[C@]12C[C@@H](COC(=O)c3cncc(Br)c3)CN(C)[C@@H]1Cc1cn(C)c3cccc2c13	101

This part in full, from the start:
Structure	HL-60(TB)
COc1ccc(NC2CC(=O)N(c3c(C)cc(C)cc3C)C2=O)c(OC)c1 (configuration not stated)	100
CN1CCCC(Nc2ccncc2CO)C1 (configuration not stated)	89
CCN1CCN(c2cc(-c3cn[nH]c3-c3cc(C)cc(OC)c3)nc(-c3cccnc3)n2)CC1	65
OCc1cn(-c2ccnc3ccccc23)nn1	100
O=S(=O)(Cc1ccc(Cl)cc1)c1ccc(Cl)cc1	60&112
CO[C@]12C[C@@H](COC(=O)c3cncc(Br)c3)CN(C)[C@@H]1Cc1cn(C)c3cccc2c13	101
COc1cc2nc(SCC(=O)NNC(=S)NC(=O)c3ccc(Br)cc3)n(-c3ccc(Cl)cc3)c(=O)c2cc1OC	116
O=C(Nc1c(Br)cc2c(c1Br)Cc1ccccc1-2)C(F)(F)F	118
CCCCC1COc2cccc3c2N1C=C/C3=C\C(=O)N(C)c1cccc(Br)c1 (configuration not stated)	101
Cc1cc(-c2ccccc2)n(Cc2nnc(SCC(=O)Nc3ccc(S(N)(=O)=O)cc3)o2)n1	86
COC1(c2ccccc2)CN(Cc2ccccc2)CC(c2ccccc2)O1 (configuration not stated)	91
CN(C)N=Nc1cccc([N+](=O)[O-])c1	85
COc1ccccc1NC(=O)C1CC(c2ccc(F)cc2)=NO1 (configuration not stated)	103
O=C(CI)Nc1ccc(Br)cc1	70
COc1cc(CNC(=O)c2ccc(Br)cc2)ccc1O	93

Continued:
Structure	HL-60(TB)
OC(C/C(=N\N1CCCCC1)c1cccs1)(C(F)(F)F)C(F)(F)F	101
O=c1oc2ccc3ccccc3c2cc1-c1ccnc2ncnn12	99
COc1ccc(N2CC(c3nc4ccccc4o3)CC2=O)cc1 (configuration not stated)	100
CN(C)c1ccc(/C=N/NC(=O)Cn2nc(-c3ccccc3)ccc2=O)cc1	97
O=S1(=O)OC2(CCCCC2)c2ccccc21	62
CC/C(=C(/c1ccc(Cl)cc1)c1ccc(OCCN2CCCCCC2)cc1)c1ccccc1	50
COc1ccc(-c2nsc3c2NC(=O)CC3c2cccc(OC)c2)cc1 (configuration not stated)	6.1*
O=C(O)C12C3CCC(O3)C1(C(=O)O)C1CCC2O1 (configuration not stated)	61
Cc1ccccc1OCc1nnc(-c2ccc(Oc3ccc(Cl)cc3Cl)cc2)o1	97
COc1cc(/C=C/C(=O)N2CCN(C(=O)/C=C/c3ccc(F)cc3)CC2)cc(OC)c1OC	110
Nc1c(C(=O)Nc2ccccc2)n(CCCN2CCOCC2)c2nc3c(cc12)CCCC3	99[8 µM]
CC(=O)N1C(=S)NC(=O)C1Cn1c(-c2ccccc2)nc2ccccc21 (configuration not stated)	99
ClC1CCCCC12OCCO2 (configuration not stated)	101
O=C1C(C2=CCCCC2)CCCC1C1=CCCCC1 (configuration not stated)	104
N=c1c2c(N)n(-c3ccccc3)nc2nc2n1-c1ccccc1Sc1ccccc1-2	146

The list goes on:
Structure	HL-60(TB)
COc1cc(/C=C/C(=O)c2ccc(NC(=O)CSc3nnc(-c4ccccc4)n3-c3ccccc3)cc2)cc(OC)c1OC	86
CSc1nc(=O)n(CCc2ccc(Cl)cc2)c(=O)n1Cc1ccc(C(=O)O)cc1	97
O=C1[O][Bi][O]c2ccccc21	106
Cc1cc([N+](=O)[O-])cc(C)c1OC(=O)c1ccc(N=C(N)N)cc1	77
CC(C)(C)c1cc(/C=N/NC(=O)c2ccccc2NC(=O)c2ccco2)c(O)c(C(C)(C)C)c1	56
CCOC(=O)c1csc(NC(=O)c2ccc(Nc3ccccc3)c([N+](=O)[O-])c2)n1	98
Clc1ccc2nc3nc4ccc[nH]c4cc3c2c1	88
CSC(SC)=C1C(=O)NC(=O)NC1=O	113
CC(C)COC(=O)c1ccc(NC(=O)CNCc2ccccc2)cc1	76
Fc1ccc(Nc2nc(-c3ccncc3)cs2)cc1	91
COc1ccc2[nH]c(=O)c(C3C4=C(CC(C)(C)CC4=O)Nc4nc(N)nc(N)c43)cc2c1 (configuration not stated)	102
Cn1ncc(Nc2ccc(CCN)cc2)c(Cl)c1=O	62
COc1ccc(/C=C(/C(=O)O)c2ccc(OC)cc2)cc1	93
CCN1CCN(CC(=O)Nc2nc3ccc([N+](=O)[O-])cc3s2)CC1	100
CCCCCCCCCCCc1nc(-c2cc(OC)c(OC)c(OC)c2)no1	92

(next part)
Structure	HL-60(TB)
COc1cc(-c2ccc3c(=O)n(C)c(=O)n(C)c3n2)cc(OC)c1OC	92
CCC(C)c1ccc(OCC(C)OC(=O)Cc2ccccc2)cc1 (configuration not stated)	96
Cc1cc(C)n(-c2ccc([N+](=O)[O-])cc2[N+](=O)[O-])n1	92
CSc1nc(-c2ccc(F)cc2)c(C#N)c(N2CCOCC2)n1	80
O=S(=O)(O)c1ccc(Sc2ccc(S(=O)(=O)O)cc2)cc1	97
Cc1nc(Nc2cccc(N)c2)c2ccccc2n1	107
Nc1nc(N)nc(-c2cccc([N+](=O)[O-])c2)n1	114
O=C1/C(=C/c2ccc(OCc3cccc(F)c3)cc2)Oc2cc(O)ccc21	94
N#C/C(=C\c1ccncc1)c1ccccc1	90
Nc1nc(Cl)c2c(C(F)(F)F)cn(CC3CCNCC3)c2n1	26
CCN(CCCc1ccccc1)CCCc1ccccc1	96
O=C(Nc1cccc(Cn2c(=O)[nH]c3ccc(Oc4ncccn4)cc3c2=O)c1)Nc1c(Cl)cccc1Cl	122
CC(C)NC(=O)c1cc(-c2ccc(NC(=O)Nc3ccc(F)c(C(F)(F)F)c3)cc2)nc2cccnc12	109
CCOC(=O)N1CC/C(=N\NC(N)=O)C1	94
COc1ccc2c(C3(c4cn(C)c5cc(OC)ccc45)C(=O)Nc4ccc(Br)cc43)cn(C)c2c1	52

Next part
Structure	HL-60(TB)
COc1ccc(CCNC(=O)C(=O)[C@H](Cc2ccccc2)NC(=O)c2oc3cc(OC)c(O)cc3c(=O)c2C)cc1	98
CCCN(CCC)c1ccc(/C=C/c2ccnc3ccccc23)cc1	57
Cc1ccc(C(=O)Nc2nc3cc(C(=O)N4CCN(C(c5ccccc5)c5ccccc5)CC4)ccc3o2)cc1	23[6.75 µM]
CN(C)S(=O)(=O)c1ccc([N+](=O)[O-])cc1[N+](=O)[O-]	89
COC(=O)COc1ccc([N+](=O)[O-])cc1Cl	92
COc1ccc2[nH]cc(-c3nc(N)nnc3-c3cncc(Br)c3)c2c1	97
COc1ccc(C)cc1NC(=O)SC(C)C	95[100 µM]
CNC(=O)c1cc(-c2ccc(NS(=O)(=O)c3ccc(C(C)(C)C)cc3)cc2)nc2cccnc12	103
CC(C)CCC[C@@H](C)[C@H]1CC[C@H]2[C@@H]3C[C@@H](Br)[C@@]4(Br)C[C@@H](Cl)CC[C@]4(C)[C@H]3CC[C@]12C	107
N#Cc1ccc(C(=O)O)cc1	99
O=C(Nc1ccc(Oc2cccc(Cl)c2)c(Cl)c1)c1ccccn1	88
C[C@H](NC(=O)[C@@H]1CCCN1C)[C@H](Oc1ccc2c(cnn2-c2ccc(F)cc2)c1)c1ccc2c(c1)OCCO2	80
CC1(C)CC[C@]2(C(=O)NCc3cn(-c4ccc(F)cc4)nn3)CC[C@]3(C)C(=CC[C@@H]4[C@@]5(C)Cc6c([nH]c7ccccc67)C(C)(C)[C@@H]5CC[C@]43C)[C@@H]2C1	60
CCN(CC)c1cccc(OC(=O)NC)c1	94
Nc1c2c(nc3ccc(Br)cc13)CC(c1ccccc1)CC2=O (configuration not stated)	11

(next part)
Structure	HL-60(TB)
CN1C(=O)N(C)C2Nn3c(s/c(=C\c4ccco4)c3=O)=NC21 (configuration not stated)	99
COc1cc(NC(=O)CCl)ccc(=O)c1	77
CCNc1ccc2c(-c3ccccc3C(=O)O)c3ccc(=[N+](CC)CC)cc-3oc2c1	93
O=c1c2sc3ncc(Br)cc3c2ncn1-c1ccccc1	95
N=C(c1ccccc1)N1CCN(Cc2ccccc2)CC1	75
CCN(CC)Cc1cccc(C)c1OC(=O)c1ccccc1	106
CSc1nc(-c2cccs2)c2c(N)[nH]nc2n1	85
COc1ccc(NC(=O)c2sc3ncc(Cl)cc3c2N)cc1	81
CCCCCCN1C(=O)/C(=c2\sc3n(c2=O)C2C(NN=3)N(CC)C(=O)N2CC)c2ccccc21 (configuration not stated)	42
Cc1nc2c(=O)[nH]c(SCC(=O)Nc3ccc(Cl)cc3)nc2[nH]c1=O	105
COc1cc2cc(C(=O)N3C[C@@H](CCl)c4c3cc(OC(=O)N3CCN(C)[C@@H]5CSSC[C@H]53)c3ccccc43)[nH]c2c(OC)c1OC	-43*
COc1ccc2cc(S(=O)(=O)O)ccc2c1N	125
O=C(NCc1cn(Cc2cccc(Oc3ccccc3)c2)nn1)c1cccnc1Nc1ccc(Cl)cc1	73
Cc1csc(NC(=O)c2ccc(/C=C3\SC(=S)N(C)C3=O)cc2)n1	88
O=C(O)c1cc([N+](=O)[O-])ccc1-c1ccc([N+](=O)[O-])cc1C(=O)O	85

More entries follow:
Structure	HL-60(TB)
OC(COc1ccc(Cl)cc1)CN1CCN(c2ccccc2Cl)CC1 (configuration not stated)	56
NC(=O)NC(=O)Oc1cccc2ccccc12	58
CCOC(=O)Nc1nnc(Sc2nc3c(c(=O)n(C)c(=O)n3C)n2CC)s1	114
O=C(NCCNc1nccc(-c2c(-c3cccc(O)c3)nc3sccn23)n1)c1ccccc1O	60
COC(=O)c1c2c(c(C)[n+]([O-])c1C)C(=O)C(NCc1ccc(OC)cc1)=CC2=O	-51*
CCn1c(=O)c(C(=O)NCCCO)c(O)c2ccccc21	90
Cc1ccc2c(/C=C/C(=O)c3cc(CN4CCOCC4)c(O)c4nc(C)ccc34)cc(CN3CCOCC3)c(O)c2n1	-25*
CCN1C(=S)N(CC)C2C1NN=c1s/c(=C3\C(=O)Nc4ccccc43)c(=O)n12 (configuration not stated)	112
O=C(N/N=C\c1c[nH]c2ccccc12)N/N=C/c1c[nH]c2ccccc12	80
CCCCc1nc(Cl)c(C2CC(c3cc(OC)c(OC)c(OC)c3)=NN2C(C)=O)[nH]1 (configuration not stated)	81
CCOC(=O)c1ncc2ncc(-c3ccc(OC)cc3)cn12	70
CCOC(=O)c1[nH]c(C(=O)O)c(OC(=O)CC)c1C	93
C#CCOC(=O)c1cc2c3ccccc3oc(=O)c2c2nc3ccccc3n12	102
CC(C)[C@@H]1COC(C(Cc2ccc(C(C)(C)C)cc2)(Cc2ccc(C(C)(C)C)cc2)C2=N[C@H](C(C)C)CO2)=N1	101
CCCCOC(=O)c1cc2c3ccccc3oc(=O)c2c2nc3ccccc3n12	113

Going on with the list:
Structure	HL-60(TB)
O=C(Nc1ccccc1-c1nc2ccccc2c(=O)[nH]1)c1cc2ccccc2[nH]1	66
CSc1ccc(O)cc1C	93
O=C(/C=C\c1ccccc1)c1ccc(Cl)cc1	67
FC(F)(F)c1cn(CCN2CCOCC2)c2ncnc(Cl)c12	-69*
COc1c(O)cc2oc3cc(O[C@H]4O[C@H](CO)[C@H](O)C(O)C4O)c(CC=C(C)C)c(O)c3c(=O)c2c1CC=C(C)C (some centres not stated)	103
O=c1nc2n(CCO)c3ccccc3cc-2c(=O)[nH]1	59
O=C1/C(=C/c2ccccn2)NC(=S)N1c1ccccc1Cl	27
CC/C(=C(\c1ccc(OCCN2CCCCC2)cc1)c1ccc(OC(=O)Cc2ccccc2)cc1)c1ccccc1	99
CC1=N/C(=C\c2ccc(-c3ccccc3)cc2)C(=O)O1	68
CN1CCC(N)=NC1=O	93
COc1cc(C2CC(c3cc(OC)c(OC)c(OC)c3)=Nc3c(C)nn(-c4ccccc4)c3N2)ccc1Oc1ccnc2cc(Cl)ccc12 (configuration not stated)	93
CC1(C)CN1CCCCN1CC1(C)C (configuration not stated)	121
COc1cc(C2CC(=O)Nc3ccsc32)cc(OC)c1OC (configuration not stated)	148
O=C(CSc1nc2sc3c(c2c(=O)n1-c1ccc(Cl)cc1)CCCC3)Nc1nc(-c2cccc(Br)c2)cs1	101
COc1cc2cc3c(nc2cc1OC)CCN3Cc1ccc(NC(=O)Nc2ccccc2)cc1	95

(listing goes on)
Structure	HL-60(TB)
CCOC(=O)C1=CCC(n2cc(F)c(=O)[nH]c2=O)O1 (configuration not stated)	84
CCOC(=O)c1ccc2c(c1N1CCOCC1)N(O)ON2	109
CCCCCC(=O)OC1CCCCC1C(C)C (configuration not stated)	107
Cc1ccc(C(=O)/C=C/c2ccc3c(c2)OCO3)cc1	105
Nc1c(C(=O)Nc2cccc(Cl)c2)sc2nc3c(cc12)CCCC3	79
COc1ccc(Nc2ccnc(N3CCN(c4ccnc5cc(Cl)ccc45)CC3)n2)cc1	-17*
C=CCc1c2occc2c(O)c2c(=O)cc(-c3ccc(Cl)cc3)oc12	76
COc1cc(C2CC(=O)Nc3c2ccc2ccccc32)cc(Br)c1OC (configuration not stated)	-15*
COC(=O)Nc1ccc(-c2nc(-c3cccc(OC)c3)c(-c3ccnc(Br)c3)[nH]2)cc1	44
COc1ccc(Oc2ccc(/C=N/NC(=O)CSc3nc4ccccc4c(=O)n3-c3ccccc3)cc2)cc1	98

As a working copy, some entries already given:
Structure	HL-60(TB)
COc1cc(C2CC(=O)Nc3c2ccc2ccccc32)cc(Br)c1OC (configuration not stated)	-15*
COC(=O)Nc1ccc(-c2nc(-c3cccc(OC)c3)c(-c3ccnc(Br)c3)[nH]2)cc1	44
COc1ccc(Oc2ccc(/C=N/NC(=O)CSc3nc4ccccc4c(=O)n3-c3ccccc3)cc2)cc1	98

These rows are one share of the data; count on the stated rates, not on these rows.
